PriA SSB inh – blocks PriA binding to SSB C-terminal tail. AlphaScreen SSBct-PriA binding, biotinylated peptide. inhibition, % at 33 µM. 430,000 compounds, 0.6% hits. AID 1272365; in the data active = inhibition mostly above about 37%, no sharp cut-off; inactive = mostly below about 20%;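 also: plate controls were negative control peptide for no effect and reference peptide for full effect; strong numbers were not always called active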
Numbers without * were called inactive; & = joins results of further samples. Not all compounds are listed, so the mix of outcomes need not match the whole.

SMILES | PriA SSB inh
COC(=O)c1ccc(-n2nnc(-c3nc(-c4ccc(C)cc4C)cs3)c2N)cc1 | 5.0
CCOC(=O)c1ccc(N2C(=O)C(O)=C(S(=O)(=O)c3ccccc3)C2c2ccccc2)cc1 (stereo not given) | 3.0
CCOc1ccccc1Oc1c(C)oc2cc(OCC=C(C)C)ccc2c1=O | -7.0
O=C(Nc1nc(C(=O)Nc2cccc(Br)c2)co1)c1ccsc1 | -4.0
COc1cc(C=c2sc3nc(=O)c(-c4ccccc4)nn3c2=O)ccc1OCCC(C)C | -5.1
CC(=NNC(=O)c1ccncc1)c1ccc(NC(=O)c2ccc(Cl)cc2)cc1 | -9.8
COc1ccc(N2C(=O)c3sccc3S2(=O)=O)cc1 | -21.0
CCn1c2c(c3cc(Br)ccc31)CCCC2=NO | -45.6
CC(=O)NCC(=O)N1CC[C@H](Oc2cccnn2)C1 | -24.0
CC1=NCCN1S(=O)(=O)c1cc([N+](=O)[O-])ccc1C | -11.0
CSc1ncccc1C(=O)Nc1ccc2c(c1)N(C(=O)c1cccs1)CC2 | 1.0
O=C(COc1ccc(Cl)cc1Cl)NCCn1ccn2nccc12 | -4.0

Next section, starting with the last 3 of the part before.
SMILES | PriA SSB inh
CC1=NCCN1S(=O)(=O)c1cc([N+](=O)[O-])ccc1C | -11.0
CSc1ncccc1C(=O)Nc1ccc2c(c1)N(C(=O)c1cccs1)CC2 | 1.0
O=C(COc1ccc(Cl)cc1Cl)NCCn1ccn2nccc12 | -4.0
CCOc1ccc(C)cc1S(=O)(=O)Nc1ccc2c(c1)CCC(=O)N2Cc1ccccc1 | 17.0
CCOC(=O)C=c1sc(=C(C#N)C(=O)OCC)n(-c2ccccc2)c1=O | -7.6
CCOc1ccccc1NC(=O)c1c(O)c2ccccc2n(-c2ccccc2)c1=O | -11.0
O=C(NN=C/C(Cl)=C\c1ccccc1)c1cnccn1 | -9.2
CCOC(=O)c1c(NC(=O)CCSc2nnc3ccc4ccccc4n23)sc2c1CCCC2 | -14.0
C=CCC1SC(=NN=Cc2cccs2)NC1=O (stereo not given) | -12.6
CCCn1c(C(=O)N2CCC(Oc3cc(C)oc(=O)c3)C2)cc2c(=O)n(C)c(=O)n(C)c21 (stereo not given) | -63.0
Cc1ccc(NS(=O)(=O)c2cccc(F)c2)cc1 | -3.0
Cc1cc2ccccc2n1CCNC(=O)c1cc2n(n1)CCCO2 | -10.0
O=C(NCc1ccc(C(=O)c2ccccc2)s1)C(=O)Nc1cccc(C(F)(F)F)c1 | -11.0
CCc1nnsc1C(=O)Nc1ccc(S(=O)(=O)Nc2ncccn2)cc1 | -3.0
CS(=O)(=O)c1ccc(Nc2nc(CC(=O)NCCc3ccc(F)cc3)cs2)cc1 | -2.0
C=CCn1c([C@H]2CC(=O)N(c3ccccc3F)C2)nc2ccccc21 | -17.0
CCc1cc2c(SCC(=O)O)nc(C)nc2s1 | 7.0
CC(C)N(C(=O)Cn1c([C@H]2CC(=O)N(Cc3ccc(F)cc3)C2)nc2ccccc21)c1ccccc1 | -3.0
COc1ccc(Cl)cc1NC(=O)N1CCC(CSCc2ccco2)CC1 | 5.0
COc1ccccc1NC(=O)CSc1nnnn1-c1ccc(C)c(Cl)c1 | -1.0
O=C(CN1CCC(Cn2c(C(F)(F)F)nc3ccccc32)CC1)N1CCc2ccccc21 | 1.0
CC(C)c1ccc(NC(=O)C(=O)NCCN2CCN(c3ccc(Cl)cc3)CC2)cc1 | -10.0
COc1ccc(CCC(=O)NN=Cc2cccs2)cc1 | -2.6
COc1cc(C(=O)Nc2ccccc2-c2ccccc2)on1 | -23.0
Cc1cc(NC(=O)C2CCN(S(=O)(=O)c3ccc(F)cc3)CC2)n(C)n1 | 1.0
CC(=NOCc1cccc(C(=O)O)c1)c1ccc(Cl)cc1 | -9.2
Cc1cccc(CC(=O)NCCOc2ccc3nnc(-c4cccc(F)c4)n3n2)c1 | -12.0
Cc1ccc(NC(=O)N2CCCC(c3nnc(C)s3)C2)cc1 (stereo not given) | 1.0
Cc1ccc(C2C3=C(CCCC3=O)Nc3c2c(=O)n(C)c(=O)n3C)o1 (stereo not given) | 5.0
COCC(C)NC(=O)C(=O)Nc1ccc(F)c([N+](=O)[O-])c1 (stereo not given) | -14.0
COc1cccc2sc(Nc3nc4ccc(Cl)cc4s3)nc12 | -3.0
COc1cc2nc(SCC(=O)Nc3ccccc3F)n3nc(CCn4c(C)nc5ccccc54)nc3c2cc1OC | -18.0
O=C(NCCn1nc(C2CC2)n(-c2ccccc2)c1=O)c1c(F)cccc1Cl | -5.0
Cc1ccc(S(=O)(=O)N=C(c2ccc(F)cc2)N2CCOCC2)cc1 | 11.5
CCSc1nnc(CCc2c(C)[nH]c(=O)n(C)c2=O)o1 | 16.0
N#Cc1nccnc1OC1CCC(NS(=O)(=O)c2cccs2)CC1 (stereo not given) | -5.0
O=C(O)c1ccccc1C(=O)NCC1CCCO1 (stereo not given) | -2.0
O=C(NN=Cc1ccco1)c1ccc(Br)o1 | -2.0
COc1cc(C)c(C)cc1S(=O)(=O)NCCn1nc(C)cc1C | -5.0
Cc1csc(C(=O)NCc2cc(-c3cccs3)n(C)n2)c1 | -19.0
Cn1c(=O)c(/C=C/c2ccc3c(c2)OCO3)nc2ccccc21 | -6.0
Cc1cc2ncc(CCCNC(=O)CCc3ccc(S(C)(=O)=O)cc3)cn2n1 | 0.0
COc1ccc(S(=O)(=O)CCCC(=O)Nc2ccc3sc(C)nc3c2)cc1 | -13.0
CC(/C=C/c1cccc([N+](=O)[O-])c1)=NNC(=O)c1ccncc1 | -12.0
O=C(CCCn1nc(-c2ccc(Cl)cc2)ccc1=O)Nc1nccs1 | 3.0
COc1cc(C=NOCC(=O)NC2CCCCC2C)ccc1OCc1ccc(Cl)cc1 (stereo not given) | -13.2
O=S(=O)(Cc1ccccc1F)NCC(c1ccsc1)N1CCOCC1 (stereo not given) | 9.0
Cc1cc(CNC(=O)c2sc(C)nc2C)nc(N2CCCC2)n1 | -12.0
O=C(COc1cccc(C(F)(F)F)c1)Nc1ccccc1-c1ccc(=O)[nH]n1 | -8.0
Cc1ccc(S(=O)(=O)N=C(N)Nc2nc(C)c3ccccc3n2)cc1 | -6.7
COc1cc(C=NN2CCN(C3c4ccccc4-c4ccccc43)CC2)cc(OC)c1OC | 14.0

Three structures out of the list, ordered by length of the SMILES, rising.
SMILES | PriA SSB inh
Cc1csc(C(=O)NCc2cc(-c3cccs3)n(C)n2)c1 | -19.0
O=S(=O)(Cc1ccccc1F)NCC(c1ccsc1)N1CCOCC1 (stereo not given) | 9.0
O=C(COc1cccc(C(F)(F)F)c1)Nc1ccccc1-c1ccc(=O)[nH]n1 | -8.0

Following part.
SMILES | PriA SSB inh
CC(C)CCNS(=O)(=O)c1ccc2c(c1)C(O)c1cc(S(=O)(=O)NCCC(C)C)ccc1-2 | -4.0&-5.0
CCCCNC(=S)N(C)N=Cc1c(F)c(F)c(F)c(F)c1F | -9.1
Cc1cccc(-c2nc(=S)c3c(n2CC2CCCO2)CCCC3)c1 (stereo not given) | -1.0
CCOC(=O)c1ccc(NC(=O)c2ccc(-c3cccc(C(F)(F)F)c3)o2)cc1 | -20.0&3.0
COc1ccc(CNC(=O)Cn2cnc3c([nH]c4cc(OC)c(OC)cc43)c2=O)cc1 | -4.0
O=C(NCC1CCN(C(=O)c2ccccc2F)CC1)c1ccc(OC(F)(F)F)cc1 | -24.0
O=C(CN1C(=O)COc2ccccc21)Nc1ccc(NS(=O)(=O)c2ccc(F)cc2)cc1 | 41.8
CC(=NNC(=O)c1c(C)nc2ccccn12)c1ccccc1F | -3.2
COc1ccc(CC(=O)N(CCc2cccs2)C2CCOCC2)cc1OC | -27.0
Cc1ccccc1NC(=O)NCC1CCN(C(=O)c2ccoc2)CC1 | -4.0
COc1ccc(N2C(=O)CSC23C(=O)N(CC(=O)NCc2ccco2)c2ccccc23)cc1 (stereo not given) | -16.0
Cc1cc(C)c(OCC(O)Cn2cc(/C=N\O)c3ccccc32)c(C)c1 (stereo not given) | 33.0
O=c1c2nc(N3CCOCC3)sc2c(-c2ccc(F)cc2)nn1Cc1c(F)cccc1Cl | -10.0
O=S(=O)(NCCN1CCN(c2ccccc2)CC1)c1ccc2c(c1)CCCC2 | 9.0
O=c1[nH]nc(SCc2nc(-c3ccc(F)cc3)no2)n2nc(-c3ccco3)cc12 | -10.0&0.0
COC(=O)c1ccsc1NC(=O)COc1ccc(Cl)cc1Cl | 2.0
CCCCCN(C(=O)NC(=O)Nc1ccc(S(=O)(=O)Nc2nc(C)cc(C)n2)cc1)S(=O)(=O)c1ccc(C)cc1 | -7.0
CS(=O)(=O)N1CC(C(=O)NCCCN2CCCC2=O)C1 | -2.0
O=C(NC1CCCC1)C1CCC(Cn2c(=O)c3ccccc3n(Cc3cccc(Cl)c3)c2=O)CC1 (stereo not given) | 9.0
COC(=O)c1ccc(C(=O)Nc2nc3cc(C)cc(C)c3s2)cc1 | -16.0
O=C(NCc1cccnc1)c1cc([N+](=O)[O-])cc([N+](=O)[O-])c1 | -7.0
CC(CC(=O)Nc1cc(Cl)ccc1Cl)=NNC(N)=S | -10.8
Cc1ccccc1CN1CC(=O)N(Cc2ccc(Cl)cc2)c2ccccc2S1(=O)=O | -6.0
COC(=O)c1cc(Nc2ccc(C)c(F)c2)c2cccc(C)c2n1 | -36.0

7 of the compounds above, as a markdown table.
| smiles | PriA SSB inh |
| --- | --- |
| CC(=NNC(=O)c1c(C)nc2ccccn12)c1ccccc1F | -3.2 |
| CC(CC(=O)Nc1cc(Cl)ccc1Cl)=NNC(N)=S | -10.8 |
| Cc1ccc(S(=O)(=O)N=C(N)Nc2nc(C)c3ccccc3n2)cc1 | -6.7 |
| N#Cc1nccnc1OC1CCC(NS(=O)(=O)c2cccs2)CC1 (stereo not given) | -5.0 |
| Cc1cc(C)c(OCC(O)Cn2cc(/C=N\O)c3ccccc32)c(C)c1 (stereo not given) | 33.0 |
| CCc1cc2c(SCC(=O)O)nc(C)nc2s1 | 7.0 |
| CS(=O)(=O)c1ccc(Nc2nc(CC(=O)NCCc3ccc(F)cc3)cs2)cc1 | -2.0 |

Next section:
SMILES | PriA SSB inh
CSc1ccccc1-c1nnc(NC(=O)CS(=O)(=O)c2ccc(C)cc2)o1 | -29.0
C=CCc1ccc(Oc2nnc(-c3ccc(C)cc3)c3ccccc23)c(OC)c1 | -18.0&-4.0
O=C1OC(=O)c2c(Oc3ccccc3)cc3c4c(c(Oc5ccccc5)cc1c24)C(=O)OC3=O | -16.0
CCOC(=O)N1CCN(S(=O)(=O)c2ccc(-c3csc(C)n3)s2)CC1 | 6.0
COc1ccc(-n2c(C)nc3ccc(NC(=O)c4cccc(OC)c4OC)cc3c2=O)cc1 | 16.0
COc1ccc(OC)c(S(=O)(=O)N2CCN(c3cnnc(N(C)C)c3)CC2)c1 | -9.0
CCCCCNC(=O)c1nnn(-c2cc(C(F)(F)F)ccc2Cl)c1-c1cccnc1 | 0.0
COc1ccc(C2(CNC(=O)C3CC(=O)N(c4cccc(Br)c4)C3)CCOCC2)cc1 (stereo not given) | 1.0
O=C(NCCOc1ccc2c(c1)OCO2)C1CCCC1 | 3.0
Cn1cc(S(=O)(=O)CC(=O)N2CCOCC2)c2ccccc21 | -7.0
Cc1ccc(C(=O)NN=Cc2ccc(OC(=O)c3cccc(F)c3)cc2)cn1 | 7.9
COc1ccc(NC(=O)NC2CS(=O)(=O)CC2Cl)cc1 (stereo not given) | 7.0
COC(=O)c1ccc(NC(=O)Cn2nc3ccc(SCc4ccc(Cl)cc4)nn3c2=O)cc1 | -18.0
Cc1[nH]n(-c2ccccc2)c(=O)c1C=NNC(=O)C(C)C | 32.6
Cc1nnc2ccc(N3CCN(C(=O)Nc4ccccc4C(F)(F)F)CC3)nn12 | -5.0
Cc1ccc(S(=O)(=O)NN=Cc2cn(CC(N)=O)c3ccccc23)cc1 | 11.7
N#C/C(=C\c1ccc(OCc2ccccc2)cc1)C(=O)Nc1ccccc1I | -6.0
CCOc1ccc(-c2nnc3ccc(SCC(=O)N4CCC(C)CC4)nn23)cc1 | -7.0
CCCC(=O)N(Cc1ccccn1)c1nc2c(C)ccc(Cl)c2s1 | -11.0
O=C(CSc1ccc(F)cc1)Nc1ccc2sccc2c1 | -9.0
O=C(NCc1ccncc1)C(=O)Nc1ccc2c(c1)OCCO2 | 3.0
Cc1cc(C)n(CC(=O)NN=Cc2ccc([N+](=O)[O-])s2)n1 | 1.4
O=C(Nc1nc(-c2ccc(Cl)c(Cl)c2)cs1)C1CCCCC1 | 2.0
O=C(O)CCSCC(=O)c1ccc(NS(=O)(=O)c2ccccc2)cc1 | -8.0
c1ccc(CN2CCN(Cc3ccccc3)C2c2cccnc2)cc1 | -16.0
CCn1c2ccccc2c2cc(C=NNC(=O)c3ccccc3)ccc21 | -10.8
O=C(NCCc1cn2ccccc2n1)c1cccc([N+](=O)[O-])c1 | -13.0
Cc1ccc2c(CC(=O)Nc3ccccc3C#N)cc(=O)oc2c1 | 4.0
Cn1c(=O)c2cc(C(=O)N3CCN(c4ccccc4F)CC3)sc2n(C)c1=O | 4.0
Nc1ccccc1C(=O)NNC(=O)C(=O)C=C(O)c1ccccc1 | -2.9
Cc1ccc(C)c(S(=O)(=O)N2CCN(C[C@H](O)C3CC3)CC2)c1 | -9.0
CCOc1ccc(S(=O)(=O)Nc2ccc3c(c2)CC(=O)N3CC)cc1 | 7.0
COc1ccccc1/C=C/C=NNC(=O)CCn1nnc2ccccc21 | -4.3
O=S(=O)(c1ccc(Cl)c(NC(=S)NN=Cc2c(F)cccc2F)c1)N1CCOCC1 | 2.7
NC(=O)c1c(NC(=O)c2ccc(-c3nc4ccccc4s3)s2)sc2c1CCC2 | -18.0
Cn1nnn(-c2ccc(NC(=O)Cc3ccccc3Cl)cc2)c1=O | -6.0
CCN(CC)CCNc1nc2c(OC)cccc2s1 | 18.0
COc1ccc(C2NN(Cc3ccccc3)C3C(=O)N(Cc4ccccc4)C(=O)C23)cc1 (stereo not given) | 21.0
O=C(COc1ccccc1F)Nc1cnc2cc(C(F)(F)F)nn2c1 | -6.0
CN(Cc1ccco1)S(=O)(=O)c1ccc(C(=O)Nc2nc(-c3ccc4c(c3)OCO4)cs2)cc1 | -4.0&2.0
Cc1ccsc1CCC(=O)NCC1CCCN1c1ccccc1 (stereo not given) | 26.0
N#CCC(=O)NN=Cc1cc(-c2ccccc2)n(-c2ccc(Cl)cc2)c1-c1ccccc1 | 0.5
COc1ccc(-c2cn3c(CCC(=O)Nc4nc(C)cs4)csc3n2)cc1 | 19.0

Assay outcomes: PubChem BioAssay, Small Molecule Screening Facility, UW Madison
